Screening data from PubChem BioAssay.
HTR5A inv ctr: counter-screen for OPRM1-OPRD1 inverse agonists: human HTR5A inverse agonism | AID 504634 | HTR5A cell line, luminescence | P47898 | 340,000 compounds, 0.083% hits | inhibition, % at 9.3 µM; in the data active means inhibition mostly above about 23%, no sharp cut-off; inactive means mostly below about 18%;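 further: 0% = cells with DMSO and 100% = no-cell wells with DMSO; some compounds called inactive have numbers as strong as hits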
Target sequence (P47898 whole entry, looked up): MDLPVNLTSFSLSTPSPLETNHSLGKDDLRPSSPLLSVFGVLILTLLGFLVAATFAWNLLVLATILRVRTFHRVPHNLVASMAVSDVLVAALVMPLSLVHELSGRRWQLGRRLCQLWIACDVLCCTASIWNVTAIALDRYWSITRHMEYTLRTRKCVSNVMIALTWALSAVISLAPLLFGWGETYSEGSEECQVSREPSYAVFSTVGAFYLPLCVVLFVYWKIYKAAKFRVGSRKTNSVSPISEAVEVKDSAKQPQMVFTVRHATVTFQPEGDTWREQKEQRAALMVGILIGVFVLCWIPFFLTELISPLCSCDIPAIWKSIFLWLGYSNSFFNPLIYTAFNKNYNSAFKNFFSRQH
Mot1-301 SUMO: SUMOylation pathway inhibition by Mot1-301 growth rescue. 320,000 compounds, 1% hits. growth rescue, % at 18.8 µM. S. cerevisiae Mot1-301 growth rescue, ATP luminescence, 38.5C; percent above DMSO median, 100 means doubled;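 active means every valid replicate shows activation above 250% relative to neutral control wells; inactive means the rest, any valid replicate at or below 250%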;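 further: OY570 slx delta 5 strain wells were the positive control but not used for scaling; some compounds called inactive have numbers as strong as hits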
PKA-R2B act: PKA-R2B complex activation; P22694+P31323; PKA-R2B holoenzyme dissociation, Cy5-IP20 fluorescence polarization; R2B truncated from residue 108, S112A mutant; 0% DMSO only, 100% 113 µM cGMP; activation, % at 11.4 µM; 340,000 compounds, 0.079% hits;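 active means activation above a cutoff set at the mean over all compounds plus 3 SD, cut at about 18% in these data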;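 further: higher means more holoenzyme dissociation and a rise in polarization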
Target sequence (P31323 whole entry, looked up, other chains not shown, the tested form may be a part): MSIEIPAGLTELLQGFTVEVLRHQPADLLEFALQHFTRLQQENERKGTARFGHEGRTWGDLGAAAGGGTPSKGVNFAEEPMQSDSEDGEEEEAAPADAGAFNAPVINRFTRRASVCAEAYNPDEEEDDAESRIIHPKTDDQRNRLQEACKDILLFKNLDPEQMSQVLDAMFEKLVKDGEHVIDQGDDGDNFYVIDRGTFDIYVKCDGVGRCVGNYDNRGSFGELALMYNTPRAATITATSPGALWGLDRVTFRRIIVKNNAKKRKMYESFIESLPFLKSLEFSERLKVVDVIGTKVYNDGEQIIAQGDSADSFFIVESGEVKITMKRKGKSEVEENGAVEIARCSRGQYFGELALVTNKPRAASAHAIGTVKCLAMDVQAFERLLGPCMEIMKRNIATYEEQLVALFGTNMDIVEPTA
Tat transport: blocks Tat-dependent protein export in E. coli; E. coli MC4100 TorA-mCherry Tat export, fluorescence; inhibition, % at 10 µM; 340,000 compounds, 0.036% hits; AID 488895;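 active means mean replicate inhibition at least 50% and at least half of replicates individually reaching 50%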;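 further: exported cargo escapes ClpAP degradation while cytoplasmic cargo is degraded and loses fluorescence; 0% = median of neutral control wells and 100% = median of NaSCN control wells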
MOR-DOR ag: agonists of human mu-delta opioid receptor heterodimerization. AID 504326. 340,000 compounds, 0.3% hits. cells, OPRM1-OPRD1 heterodimerization, luminescence. activation, % at 9.3 µM; in the data active means activation above about 18%;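 further: 0% = vehicle-treated cells and 100% = reference agonist; values of inactives mirror those of a sister screen read the other way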
PfHsp90 set2: inhibits growth of yeast expressing Plasmodium falciparum Hsp90; S. cerevisiae expressing PfHsp90, BacTiter-Glo ATP, 48 h; yeast lacking PDR1 and PDR3 efflux regulators; inhibition, % at 9.4 µM; 310,000 compounds, 0.32% hits; AID 504621;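 active means every replicate shows inhibition above about 80%, whatever the replicate mean, limit read from the data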;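 further: 0% = DMSO neutral controls and 100% = 20 µM radicicol positive controls; yeast relying on Plasmodium falciparum Hsp90 in place of its own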
AddAB inh: less growth of phage-infected E. coli with AddAB | AID 435030 | 330,000 compounds, 0.29% hits | E. coli expressing H. pylori AddAB, absorbance growth | inhibition, % at 11.9 µM; in the data active means inhibition above about 12%;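 further: 0% = vehicle wells of infected cells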
OPRM1-OPRD1 inv: mu-delta opioid heterodimer inverse agonism; cell-based MOR-DOR heterodimer luminescence; inhibition, % at 9.3 µM; P35372+P41143; 340,000 compounds, 0.21% hits; AID 504357; in the data active means inhibition above about 22%, passing the limit was not always enough;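 further: 0% = cells with DMSO and 100% = wells without cells with DMSO; values of inactives mirror those of a sister screen read the other way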
phage Ecoli inh: E. coli growth loss with phage present | growth absorbance | 360,000 compounds, 0.26% hits | inhibition, % at 11.9 µM; in the data active means inhibition above about 11%
E coli growth: counter-screen for AddAB inhibitors: E. coli growth inhibition. E. coli V3065 growth, OD600 absorbance, 18 h. 330,000 compounds, 0.27% hits. AID 449728. inhibition, % at 11.9 µM;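 active means inhibition above the campaign's mean inhibition across all tested compounds plus 3 SD, cut at about 9.9% in these data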;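 further: uninfected addAB+ strain grown without phage in ampicillin broth; 0% = DMSO wells and 100% = ciprofloxacin 0.95 µg/ml wells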
PKA-R1A activ: PKA-R1A complex activation; activation, % at 11.4 µM; PKA-R1A dissociation, Cy5-IP20 fluorescence polarization; scaled: DMSO 0%, 113 µM cGMP 100%; P00514+P68181; AID 504707; 340,000 compounds, 0.083% hits;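 active means percent activation above the mean of all tested compounds plus 3 SD, cut at about 19% in these data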;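 further: higher means more PKAc released from R1A so a rise in polarization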
An asterisk follows results filed as active.

`CN(C(=O)c1ccccc1C(=O)OCC(=O)Nc1cccc(Br)c1)c1ccccc1` gave HTR5A inv ctr 21, Mot1-301 SUMO -15, PKA-R2B act 1, Tat transport -12, MOR-DOR ag -3.2, PfHsp90 set2 -9, AddAB inh -1.2, OPRM1-OPRD1 inv 12, phage Ecoli inh -0.6, E coli growth 0.0 and PKA-R1A activ 2.
Screening COc1cccc(C2=NOC(C(=O)Nc3ccc4c(c3)OCO4)C2)c1 (stereo unspecified) returned HTR5A inv ctr 8, Mot1-301 SUMO -4, PKA-R2B act 8, Tat transport -5, MOR-DOR ag 1.9, PfHsp90 set2 -27, AddAB inh 0.3, OPRM1-OPRD1 inv -14, phage Ecoli inh 5.9, E coli growth -2.6 and PKA-R1A activ -2.
Screening CC(=O)NC1=NN(C(C)=O)C(c2ccc(C)cc2)S1 (stereo unspecified) returned HTR5A inv ctr 20, Mot1-301 SUMO -2, PKA-R2B act -7, Tat transport -10, MOR-DOR ag -2.5, PfHsp90 set2 -19, AddAB inh 0.2, OPRM1-OPRD1 inv 12, phage Ecoli inh -3.2, E coli growth -1.2 and PKA-R1A activ -3.
Screening COc1ccc(CCNS(=O)(=O)c2c(C)[nH]c(C)c2C(=O)N2CCCCC2)cc1OC returned HTR5A inv ctr 14, Mot1-301 SUMO 19, PKA-R2B act -7, Tat transport -9, MOR-DOR ag -2.1, PfHsp90 set2 6, AddAB inh 4.4, OPRM1-OPRD1 inv 11, phage Ecoli inh 2.6, E coli growth 0.9 and PKA-R1A activ -9.
For O=C1OCCC1Sc1nnnn1-c1ccccc1 (stereo unspecified) the results were HTR5A inv ctr -26, Mot1-301 SUMO 2, PKA-R2B act -1, Tat transport -8, MOR-DOR ag 0.5, PfHsp90 set2 -1, AddAB inh 2.0, OPRM1-OPRD1 inv -3, phage Ecoli inh -0.6, E coli growth 0.7 and PKA-R1A activ -3.
Screening Cc1ccccc1NP1(=O)OCCCN1Cc1ccccc1Cl (stereo unspecified) returned HTR5A inv ctr 4, PKA-R2B act -12, Tat transport 9, MOR-DOR ag 30*, PfHsp90 set2 -9, OPRM1-OPRD1 inv -147, phage Ecoli inh 2.3 and PKA-R1A activ 3.
Screening Fc1ccc(NC(=S)Nc2ccccc2Cl)cc1 returned HTR5A inv ctr -1, Mot1-301 SUMO -1, PKA-R2B act 3, Tat transport -15, MOR-DOR ag -0.6, PfHsp90 set2 -20, AddAB inh -0.6, OPRM1-OPRD1 inv 3, phage Ecoli inh 2.6, E coli growth -0.9 and PKA-R1A activ 6.
`O=C1c2cccc3cc([N+](=O)[O-])cc(c23)C(=O)N1c1nncs1` gave HTR5A inv ctr 8, Mot1-301 SUMO 12, PKA-R2B act -4, Tat transport 6, MOR-DOR ag 1.0, PfHsp90 set2 4, AddAB inh 3.3, OPRM1-OPRD1 inv -6, phage Ecoli inh 0.8, E coli growth 0.8 and PKA-R1A activ 5.
Screening O=C1C2C(c3ccccc3)C=CC(c3ccccc3)C2C(=O)N1CCO (stereo unspecified) returned HTR5A inv ctr -7, Mot1-301 SUMO -8, PKA-R2B act 3, Tat transport -6, MOR-DOR ag 1.0, PfHsp90 set2 13, AddAB inh 3.2, OPRM1-OPRD1 inv -6, phage Ecoli inh 0.3, E coli growth -1.4 and PKA-R1A activ 18.
For Cc1ccc(C(=O)N/N=C/c2nc3ccccc3n2C)cc1 the results were HTR5A inv ctr -2, Mot1-301 SUMO 97, PKA-R2B act -10, Tat transport 4, MOR-DOR ag 3.8, PfHsp90 set2 9, AddAB inh -7.8, OPRM1-OPRD1 inv -21, phage Ecoli inh -6.7, E coli growth -8.4 and PKA-R1A activ -15.
For Cc1ccc(NC(=O)c2ccc(COc3ccc4c(c3)CCC4)cc2)c(C)c1 the results were HTR5A inv ctr 17, Mot1-301 SUMO -10, PKA-R2B act -2, Tat transport -2, MOR-DOR ag -1.4, PfHsp90 set2 2, AddAB inh 3.5, OPRM1-OPRD1 inv 7, phage Ecoli inh 3.1, E coli growth 1.0 and PKA-R1A activ -1.
For CN(C)S(=O)(=O)c1ccc(C(=O)OCc2ccc([N+](=O)[O-])cc2)cc1 the results were HTR5A inv ctr 8, Mot1-301 SUMO -20, PKA-R2B act -1, Tat transport -6, MOR-DOR ag -2.5, PfHsp90 set2 11, AddAB inh 1.0, OPRM1-OPRD1 inv 13, phage Ecoli inh 1.3, E coli growth 3.9 and PKA-R1A activ -14.
Screening CCc1nn(CC(=O)NCCCN2CCN(C)CC2)c(=O)c2cc3sccc3n12 returned HTR5A inv ctr 15, Mot1-301 SUMO 251, PKA-R2B act -15, Tat transport -1, MOR-DOR ag -2.5, PfHsp90 set2 -12, AddAB inh 2.5, OPRM1-OPRD1 inv 13, phage Ecoli inh -3.6, E coli growth 1.4 and PKA-R1A activ -7.
Cc1ccc(C(=O)CN2C(=O)NC3(CCCCCC3)C2=O)c(C)c1 was read as HTR5A inv ctr -39, Mot1-301 SUMO 46, PKA-R2B act -2, Tat transport 7, MOR-DOR ag 0.9, AddAB inh -0.7, OPRM1-OPRD1 inv -5, phage Ecoli inh -1.0, E coli growth 1.1 and PKA-R1A activ -1.
Screening C(=N\c1nc2ccccc2n1Cc1ccccc1)/c1cccs1 returned HTR5A inv ctr 7, Mot1-301 SUMO -9, PKA-R2B act -2, Tat transport 1, MOR-DOR ag -0.4, PfHsp90 set2 -56, AddAB inh 3.4, OPRM1-OPRD1 inv 2, phage Ecoli inh 6.0, E coli growth 6.3 and PKA-R1A activ -2.
Screening O=C(c1ccc(CS(=O)(=O)c2c(Cl)cccc2Cl)o1)N1CCCC1 returned HTR5A inv ctr -2, Mot1-301 SUMO -18, PKA-R2B act -2, Tat transport -3, MOR-DOR ag -1.6, PfHsp90 set2 -17, AddAB inh 3.0, OPRM1-OPRD1 inv 8, phage Ecoli inh 2.6, E coli growth 0.1 and PKA-R1A activ -4.
For Cc1cc(C)cc(NC(=O)c2ccc(NC(=O)C3C4CC5OC(=O)C3C5C4)cc2)c1 (stereo unspecified) the results were HTR5A inv ctr -41, Mot1-301 SUMO 14, PKA-R2B act -12, Tat transport -1, MOR-DOR ag -0.1, AddAB inh -2.2, OPRM1-OPRD1 inv 1, phage Ecoli inh 0.9, E coli growth -2.5 and PKA-R1A activ 2.
For CCOc1ccccc1C1CC(c2ccc(Cl)cc2)Nc2nc(N)nn21 (stereo unspecified) the results were HTR5A inv ctr 1, Mot1-301 SUMO -12, PKA-R2B act 3, Tat transport 3, MOR-DOR ag 7.1, PfHsp90 set2 -148, AddAB inh 2.7, OPRM1-OPRD1 inv -36, phage Ecoli inh 1.5, E coli growth -2.6 and PKA-R1A activ -2.
CSc1ccc(C2=CC(=O)C[C@H](c3ccc4c(c3)OCO4)C2)cc1 was read as HTR5A inv ctr 13, Mot1-301 SUMO 12, PKA-R2B act 5, Tat transport 3, MOR-DOR ag -0.1, PfHsp90 set2 -5, AddAB inh -0.6, OPRM1-OPRD1 inv 1, phage Ecoli inh 3.8, E coli growth -2.3 and PKA-R1A activ -3.
For Cc1cc(F)cc(C)c1Cn1cnc2c(cnn2C(C)(C)C)c1=O the results were HTR5A inv ctr -14, Mot1-301 SUMO 6, PKA-R2B act 8, Tat transport 7, MOR-DOR ag -0.5, PfHsp90 set2 -20, AddAB inh 3.2, OPRM1-OPRD1 inv 2, phage Ecoli inh 3.7, E coli growth -2.4 and PKA-R1A activ -5.
For Cc1ccnc(NS(=O)(=O)c2ccc(NC(=O)C3CCCCC3C(=O)O)cc2)n1 (stereo unspecified) the results were HTR5A inv ctr -25, Mot1-301 SUMO -15, PKA-R2B act -4, Tat transport 0, MOR-DOR ag -1.3, PfHsp90 set2 7, AddAB inh 4.5, OPRM1-OPRD1 inv 7, phage Ecoli inh 2.2, E coli growth 2.4 and PKA-R1A activ -4.
Screening Cc1ccc2nc(SCCC(=O)O)cc(C)c2c1 returned HTR5A inv ctr 3, Mot1-301 SUMO -5, PKA-R2B act -12, Tat transport -11, MOR-DOR ag -2.4, PfHsp90 set2 -25, AddAB inh -0.8, OPRM1-OPRD1 inv 13, phage Ecoli inh 4.2, E coli growth -0.1 and PKA-R1A activ -1.
CC1CC(C)CN(S(=O)(=O)c2ccc(C(=O)OCC(=O)NCCN3C(=O)CSC3=O)cc2)C1 (stereo unspecified) was read as HTR5A inv ctr 1, Mot1-301 SUMO 0, PKA-R2B act -4, Tat transport 0, MOR-DOR ag -2.7, PfHsp90 set2 12, AddAB inh 1.5, OPRM1-OPRD1 inv 13, phage Ecoli inh 3.1, E coli growth -0.2 and PKA-R1A activ -11.
For O=C(O)c1cccc(Nc2c3ccccc3nc3ccccc23)c1 the results were HTR5A inv ctr 25, Mot1-301 SUMO 114, PKA-R2B act -1, Tat transport -1, MOR-DOR ag 0.5, PfHsp90 set2 17, AddAB inh 8.8, OPRM1-OPRD1 inv -2, phage Ecoli inh 5.6, E coli growth 7.5 and PKA-R1A activ 10.
Screening CN(CC(=O)Nc1c(Cl)cccc1Cl)C(=O)c1ccc2ccccc2n1 returned HTR5A inv ctr 7, PKA-R2B act -4, Tat transport 3, MOR-DOR ag -4.4, PfHsp90 set2 -2, OPRM1-OPRD1 inv 21, phage Ecoli inh 0.5 and PKA-R1A activ -4.
Screening Cc1cccc(C)c1NC(=O)C(=O)NCCc1c[nH]c2ccccc12 returned HTR5A inv ctr -12, Mot1-301 SUMO -3, PKA-R2B act 5, Tat transport -1, MOR-DOR ag -1.7, PfHsp90 set2 8, AddAB inh 1.8, OPRM1-OPRD1 inv 9, phage Ecoli inh 2.5, E coli growth -0.4 and PKA-R1A activ -15.

A draw from above in order of heavy-atom count, falling.
CC1CC(C)CN(S(=O)(=O)c2ccc(C(=O)OCC(=O)NCCN3C(=O)CSC3=O)cc2)C1 (stereo unspecified) was read as HTR5A inv ctr 1, Mot1-301 SUMO 0, PKA-R2B act -4, Tat transport 0, MOR-DOR ag -2.7, PfHsp90 set2 12, AddAB inh 1.5, OPRM1-OPRD1 inv 13, phage Ecoli inh 3.1, E coli growth -0.2 and PKA-R1A activ -11.
Screening CN(CC(=O)Nc1c(Cl)cccc1Cl)C(=O)c1ccc2ccccc2n1 returned HTR5A inv ctr 7, PKA-R2B act -4, Tat transport 3, MOR-DOR ag -4.4, PfHsp90 set2 -2, OPRM1-OPRD1 inv 21, phage Ecoli inh 0.5 and PKA-R1A activ -4.
Screening Cc1cccc(C)c1NC(=O)C(=O)NCCc1c[nH]c2ccccc12 returned HTR5A inv ctr -12, Mot1-301 SUMO -3, PKA-R2B act 5, Tat transport -1, MOR-DOR ag -1.7, PfHsp90 set2 8, AddAB inh 1.8, OPRM1-OPRD1 inv 9, phage Ecoli inh 2.5, E coli growth -0.4 and PKA-R1A activ -15.
